# Bioassay records (PubChem BioAssay)
# CR mimetic SO = yeast age-related superoxide inhibition as caloric restriction mimetic | superoxide response (% of plate mean), % at 10 µM | 330,000 tested, 0.18% active | S. cerevisiae aged cells, superoxide DHE fluorescence; hits give low values;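 active means superoxide response under a set limit, about three screen SD below normal, cut at about 65% in these data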;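 further: yeast aged for seven days with compound at 30 °C before DHE staining; 100% = average MFI of all compound-treated wells on the plate with controls excluded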
# RPL19A TOR yeast = alters RPL19A-GFP fluorescence in TOR pathway yeast screen. S. cerevisiae RPL19A-GFP strain, flow cytometry, 3 h; hits give low values. percent response vs DMSO, % at 10 µM. 330,000 tested, 0.3% active;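 active means percent response vs DMSO below 50%; inconclusive means fewer than 70 events counted for the yeast strain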;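 further: median channel GFP fluorescence of the barcoded RPL19A-GFP strain; ratio of sample median GFP to plate DMSO average so 100% = DMSO; lower means less RPL19A-GFP as with rapamycin TOR inhibition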
# Efflux pump inh = blocks antifungal efflux pumps in multiplex yeast assay; S. cerevisiae Candida pump triplex, Nile Red efflux; inhibition, % at 10 µM; 330,000 tested, 0.44% active; AID 485275;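 active means plate passing quality check with inhibition over a set limit, or well fluorescence over plate mean plus 4 SD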;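 further: Nile Red retained in pooled yeast measured as flow cytometry median fluorescence; 0% = buffer negative control and 100% = Enniatin B positive control; higher means more Nile Red kept so more efflux inhibition; some compounds called inactive have numbers as strong as hits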
# LAP4 TOR yeast = alters LAP4-GFP fluorescence in TOR pathway yeast screen | S. cerevisiae LAP4-GFP multiplex, flow cytometry GFP, 3 h; median GFP as percent of DMSO wells | GFP response vs DMSO, % at 10 µM | 320,000 tested, 0.34% active;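 active means GFP response vs DMSO above a set limit, about the screen mean plus 3 SD, cut at about 150% in these data; inconclusive means under 70 cell events counted for the yeast strain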
# MEP2-GFP yeast = alters MEP2-GFP fluorescence in TOR pathway yeast screen; S. cerevisiae MEP2-GFP strain, flow cytometry GFP, 3 h; 100% = DMSO control level; GFP response vs DMSO, % at 10 µM; 330,000 tested, 0.51% active; AID 2016;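 active means GFP response versus DMSO above a set limit, roughly screen mean plus 3 SD, cut at about 180% in these data; inconclusive means fewer than 70 cells counted for a yeast strain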;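 further: median GFP fluorescence of the barcode-gated MEP2-GFP cells per well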
# AHR act = activates the human aryl hydrocarbon receptor | AID 2796 | activation, % at 5 µM | 320,000 tested, 2.5% active | AHR-responsive luciferase reporter cells, luminescence; in the data active means activation above about 47%;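 further: 0% = vehicle wells and 100% = reference agonist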
# Target sequence (P35869 whole entry, looked up): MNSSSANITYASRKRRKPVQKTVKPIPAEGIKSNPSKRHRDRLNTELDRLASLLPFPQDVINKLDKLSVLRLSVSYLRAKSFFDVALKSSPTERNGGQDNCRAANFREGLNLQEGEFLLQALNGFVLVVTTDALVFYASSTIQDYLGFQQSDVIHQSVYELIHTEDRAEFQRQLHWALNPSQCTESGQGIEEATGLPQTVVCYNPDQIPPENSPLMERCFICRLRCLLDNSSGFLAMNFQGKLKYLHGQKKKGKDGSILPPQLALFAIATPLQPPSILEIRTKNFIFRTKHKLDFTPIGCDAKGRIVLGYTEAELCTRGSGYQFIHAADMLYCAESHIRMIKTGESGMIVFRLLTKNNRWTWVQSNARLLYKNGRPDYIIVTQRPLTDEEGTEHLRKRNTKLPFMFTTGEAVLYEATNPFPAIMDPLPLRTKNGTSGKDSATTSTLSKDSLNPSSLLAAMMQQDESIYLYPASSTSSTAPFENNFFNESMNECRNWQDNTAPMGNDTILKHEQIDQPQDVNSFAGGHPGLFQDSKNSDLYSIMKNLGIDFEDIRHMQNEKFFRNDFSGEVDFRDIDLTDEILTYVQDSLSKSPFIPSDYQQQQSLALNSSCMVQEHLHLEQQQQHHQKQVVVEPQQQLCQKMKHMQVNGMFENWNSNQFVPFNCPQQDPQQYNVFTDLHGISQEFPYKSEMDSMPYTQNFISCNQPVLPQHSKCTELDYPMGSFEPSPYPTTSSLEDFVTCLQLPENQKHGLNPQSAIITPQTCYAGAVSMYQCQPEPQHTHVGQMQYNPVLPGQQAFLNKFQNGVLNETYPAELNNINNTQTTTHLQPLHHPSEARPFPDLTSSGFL
# CIT2-GFP yeast = alters CIT2-GFP fluorescence in TOR pathway yeast screen | S. cerevisiae CIT2-GFP strain, flow cytometry, 3 h; 100 means same as DMSO wells | 320,000 tested, 0.065% active | GFP response vs DMSO, % at 10 µM;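 active means GFP response relative to DMSO above a set limit, near the screen mean plus 3 SD, cut at about 150% in these data; inconclusive means Fewer than 70 cells measured for a yeast strain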;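 further: ratio of well median GFP fluorescence to mean of DMSO wells on the plate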
# AGP1-GFP MLPCN = yeast TOR pathway AGP1-GFP modulation; S. cerevisiae AGP1-GFP multiplex flow cytometry, 3 h; GFP as percent of DMSO wells; GFP response vs DMSO, % at 10 µM; 320,000 tested, 0.02% active; AID 2066;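 active means GFP response relative to DMSO above a set limit, near screen average plus 3 SD, cut at about 150% in these data; inconclusive means fewer than 70 cells counted for the yeast strain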;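 further: median GFP channel fluorescence of the gated AGP1 strain per well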
# * = called active by the depositor; i = inactive; u = inconclusive; x = no result given; [ ] = dose if it differs, or a comment.
# Results follow in this order: CR mimetic SO	RPL19A TOR yeast	Efflux pump inh	LAP4 TOR yeast	MEP2-GFP yeast	AHR act	CIT2-GFP yeast	AGP1-GFP MLPCN
> Cc1ccc(S(=O)(=O)N2CCN(CC(=O)N/N=C\c3ccc(Cl)c([N+](=O)[O-])c3)CC2)cc1
  96	104	0.0	105	105	10	105	101
> CCNc1nnc(CSc2nc3ccccc3s2)s1
  82	103	-0.1	110	107	13	92	98
> CC(=O)N1CCc2c(sc(NC(=O)C3CCCCC3)c2C(N)=O)C1
  99	98	-0.3	109	107	-4	101	104
> CCOc1ccccc1C(=O)NC(C(=O)NCCc1ccccn1)C(C)C (configuration not stated)
  79	103	0.0	93	110	4	113	102
> O=C(c1ccccc1)c1ccc(OCCCCN2CCCCC2)cc1
  95	96	0.0	96	90	3	101	x
> O=C(CSc1nc(C2CCCCC2)nc2ccccc12)NCc1ccc2c(c1)OCO2
  100	98	0.0	94	107	6	97	93
> O=C(CNCC1CCCCC1)Nc1cccc(S(=O)(=O)N2CCOCC2)c1
  99	95	-0.1	100	96	-1	102	102
> O=C(N/N=C/c1cc(Br)cs1)c1ccc2c(c1)OCCO2
  98	101	0.0	116	100	15	98	101
> CC(=O)Nc1cccc(C(=O)N2CCN(Cc3ccccc3)CC2)c1
  97	95	-0.1	91	98	2	103	99
> Cc1cc(C)c(Nc2ncnc(N)n2)c(C)c1
  101	100	0.0	93	96	0	85	85
> Cc1ccsc1/C=N/N1CCN(C2c3ccccc3-c3ccccc32)CC1
  119	x	0.2	102	91	4	93	90
> O=C(c1ccccc1NS(=O)(=O)c1ccc(F)cc1)N1CCCC1
  106	100	-0.4	100	92	-2	102	105
> CCOC(=O)/C=C1\SCC(=O)N1CC(=O)c1ccc[nH]1
  85	93	0.2	81	93	1	75	90
> COc1ccc(C)cc1NC(=O)CCc1c(C)nn(-c2ccc(N3CCCCC3)nn2)c1C
  85	99	-0.2	94	100	-9	97	98
> Nc1nn(-c2ccccc2)c(N)c1N=Nc1ccccc1F
  89	100	0.4	103	101	64*	94	99
> CCN1CCCc2cc(CN(CCN3CCOCC3)C(=S)Nc3cc(F)cc(F)c3)ccc21
  87	99	0.1	101	101	5	106	103
> O=C(c1ccc(CN2CCOCC2)cc1)N1CCN(c2ccccc2)CC1
  95	100	0.1	97	98	-2	98	99
> Cc1cnc([N+](=O)[O-])n1CCOC(=O)NC(=O)c1ccc(F)cc1
  94	101	0.0	102	102	-2	98	103
> COc1ccccc1CNC(=O)C1CCC(CNC(=O)[C@@H]2Cc3ccccc3CN2)CC1 (some centres not stated)
  101	103	0.3	99	108	3	99	105
> O=C(NC1CC2CCC1C2)C1CCN(S(=O)(=O)c2ccc(-c3nn[nH]n3)cc2)CC1 (configuration not stated)
  102	102	0.0	99	105	0	99	108
> COc1ccc(S(=O)(=O)N2c3ccc(F)cc3CCC2C)cc1 (configuration not stated)
  101	98	-0.1	127	96	-1	87	97
> O=C(COC(=O)CCc1ccc(S(=O)(=O)N2CCOCC2)cc1)NC(=O)NC1CCCCC1
  94	107	0.2	99	105	-1	93	105
> O=C(CN(C1CCCCC1)S(=O)(=O)c1ccccc1)NCc1ccco1
  98	96	-0.1	92	91	-5	x	88
> COc1ccccc1NC(=O)c1ccccc1-c1nc(-c2ccccc2OC)no1
  107	98	-0.2	102	104	17	107	100
> Cc1ccc(NC(=O)CN2CCc3cc4c(cc3C2)OCCCO4)cc1C
  117	98	0.0	96	105	4	103	100
> COc1cc2c(cc1OC)C(c1cccc(Cl)c1)CC(=O)N2 (configuration not stated)
  98	103	0.1	96	108	x	106	103
> Cc1ccc(S(=O)(=O)Nc2ccc3c(c2)C(=O)N([C@H](C)CO)C[C@H](C)[C@@H](CN(C)C(=O)Nc2ccc(C(F)(F)F)cc2)O3)cc1
  86	102	0.2	110	106	-1	100	105
> CC(=O)Nc1ccc(S(=O)(=O)NCc2ccc(C(=O)N3CCOCC3)cc2)cc1
  102	100	0.2	101	109	0	98	99
> O=C(CCn1c(=O)oc2ccccc21)Nc1cccc(Cl)c1
  113	u	-0.1	69[may fluoresce red]	73[may fluoresce red]	-2	100[may fluoresce red]	83[may fluoresce red]
> CCOc1ccc(NC(=O)c2ccc(CN3CCc4ccccc4C3)cc2)cc1
  103	103[may fluoresce violet]	0.1	99[may fluoresce violet]	106[may fluoresce violet]	1	u	76[may fluoresce violet]
> CCn1c(COc2ccccc2C)nnc1SCc1nc2ccccc2c(=O)[nH]1
  104	97	0.0	98	99	0	106	105
> O=C(CCC1CCCCC1)NCc1ccncc1
  94	100	0.2	95	96	1	92	100
> CCCCn1c(N)c(N(CC)C(=O)c2ccc(N3CCCC3=O)cc2)c(=O)[nH]c1=O
  105	89	0.0	95	103	0	95	100
> COCCCn1cnnc1SC(C)C(=O)Nc1ccc(S(=O)(=O)N2CCOCC2)cc1 (configuration not stated)
  108	99	-0.2	103	97	-1	102	102
> COc1ccc(N2C(=O)CSC23C(=O)N2CCCc4cccc3c42)cc1 (configuration not stated)
  100	96	0.0	80	94	-1	91	107
> CCOc1ccc2ccccc2c1/C=N/NC(=O)c1ccc(C)nc1
  117	95	0.1	96	95	6	89	88
> CN(C)c1ccc(C(=O)N2CCNC(=O)C2CC(=O)Nc2ccc(F)cc2)cc1 (configuration not stated)
  98	95	0.2	100	104	-2	135	110
> O=C(CSc1nc(-c2ccccc2)cs1)N1CCN(C(=O)c2ccco2)CC1
  109	102	0.1	101	111	14	102	102
> O=C(OCn1nnc2ccccc2c1=O)c1ccc(S(=O)(=O)N2CCOCC2)cc1
  102	95	0.1	100	94	-1	83	96
> Cc1noc(NS(=O)(=O)c2ccc(NC(=O)C(CC(C)C)N3C(=O)c4ccccc4C3=O)cc2)c1C (configuration not stated)
  107	95	0.2	109	97	-1	90	100
> COc1cc(CN2CCCC(N3CCN(c4ccccc4C)CC3)C2)ccc1O (configuration not stated)
  102	103	0.0	87	117	5	81	49
> CSc1n[nH]c(=O)n1-c1cccc(Cl)c1
  112	96	0.0	121	108	0	92	106
> O=C(Nc1ccc(Cl)cc1)N1CCc2[nH]c3ccccc3c2C1
  97	101	0.1	106	110	25	113	111
> CC1=C(C(=O)OCC2CCCO2)C(c2ccc(Cl)c(Cl)c2)NC(=O)N1 (configuration not stated)
  98	104	-0.2	105	103	0	102	102
> COc1ccc(CNC(=O)CSc2nn3c(=O)c(C(C)(C)C)nnc3s2)cc1OC
  90	104	0.0	107	107	4	109	111
> COc1ccc(NC(=O)CSC2=C(C#N)C(c3ccco3)C(C(=O)Nc3nc4ccccc4s3)=C(C)N2)cc1 (configuration not stated)
  92	97	0.0	93	99	20	101	101
> COc1ccc(C(Nc2ccccn2)c2oc(CO)cc(=O)c2O)cc1 (configuration not stated)
  103	100	0.1	97	105	0	97	93
> Cc1ccc(NC(=O)CCN2CCC(Cc3ccccc3)CC2)cc1
  114	101	0.0	93	101	1	102	103
> COc1cc(CCC(=O)OCC(=O)Nc2ccc(C)cc2Cl)cc(OC)c1OC
  101	99	0.1	101	104	1	93	97
> O=C(CSc1ccc2nnc(-c3cccnc3)n2n1)c1ccccc1
  105	96	-0.1	95	97	21	99	94
> COc1ccc(C(=O)NC(=S)N(Cc2ccccc2)Cc2ccccc2)cc1
  i	84	0.2	90	89	2	83	83
> CC(C)n1cnc2c(N(C)c3cccc(Cl)c3)nc(N(CCO)CCO)nc21
  104	102	-0.1	108	99	27	88	95
> Cc1cccc(CSc2[nH]c(=O)ncc2C)c1
  99	90	-0.1	89	93	3	99	92
> CCOc1ccc(CCNC(=O)c2[nH]c(C)c(C(C)=O)c2CC)cc1OCC
  93	103	0.0	98	102	10	98	105
> CC(C)NC(=O)NC(=O)COC(=O)c1cccc(OC(F)F)c1
  103	95	-0.1	94	102	3	103	96
> CS(=O)(=O)N(CC(=O)NC1CC1)c1cccc(F)c1
  100	96	0.0	93	105	2	96	102
> CC1Sc2ccc(S(=O)(=O)N3CCC(C(=O)NCc4ccco4)CC3)cc2NC1=O (configuration not stated)
  104	97	0.4	93	109	4	98	94
> N#Cc1ccc(OCC(=O)n2cc(C(=O)c3cc(Cl)cc(Cl)c3O)cn2)cc1
  84	97	-0.2	108	97	70*	106	102
> CCCOc1ccc(-c2nc(C#N)c(N3CCN(C)CC3)o2)cc1
  101	87	0.2	85	93	6	86	86
> O=c1[nH]nc(-c2ccc(F)cc2)cc1Cc1cccs1
  115	92	0.2	108	91	21	88	90

# (cont.)
# Results follow in this order: CR mimetic SO	RPL19A TOR yeast	Efflux pump inh	LAP4 TOR yeast	MEP2-GFP yeast	AHR act	CIT2-GFP yeast	AGP1-GFP MLPCN
> Cc1ccc(C(=O)Nc2cccc(C(=O)N/N=C/c3ccc(O)cc3)c2)cc1
  95	103	-0.1	86	101	56*	94	96
> COc1ccc(CNC(=O)C(C)N(Cc2ccco2)C(=O)c2snc(C(N)=O)c2N)cc1 (configuration not stated)
  95	97	0.0	92	107	7	102	107
> Cc1cc(=O)oc2cc(OC(=O)c3ccccc3)ccc12
  110	95	0.0	109	96	0	84	91
> Cn1c2ccc(F)cc2c2nc3ccccc3nc21
  93	100	-0.1	77	103	43	104	95
> Cc1ccc(-n2nnnc2SCC(=O)NC2CC2)cc1C
  102	112	-0.1	100	93	2	108	108
> CCN(CC)c1ccc(-n2cc3c(=O)n(C)c(=O)n(C)c3c2)cc1
  78	96	-0.1	103	100	-1	100	103
> CC(C)Oc1nc(-c2ccc(Cl)cc2)nc2ccccc12
  98	94	-0.1	98	94	16	101	102
> Cc1sc(NC(=O)c2ccc(=O)n(C)n2)nc1-c1ccccc1
  77	96	-0.2	121	117	-1	96	92
> O=C(O)CSc1nc(-c2ccc(Cl)cc2)nc2c1oc1ccccc12
  117	95	-0.4	114	104	7	102	106
> O=C(OCCN1C(=O)c2ccccc2C1=O)c1cc(S(=O)(=O)N2CCOCC2)ccc1Cl
  98	102	0.2	102	105	3	99	103
> Cc1cc(OC(C)C(=O)N(Cc2cccs2)C2CCS(=O)(=O)C2)ccc1Cl (configuration not stated)
  100	103	0.0	100	103	0	104	104
> COc1ccc(N(C(=O)c2snc(C(N)=O)c2N)C(C(=O)NC2CCCC2)c2cc(OC)ccc2OC)c(OC)c1 (configuration not stated)
  107	105	0.0	86	97	1	109	96
> O=C(NCc1ccco1)Nc1ccccc1Cl
  98	102	0.5	91	100	11	x	107
> O=C(NC1CCCCC1)N1CCN(c2ncccn2)CC1
  106	97	0.1	98	97	0	96	103
> COc1ccc(NC(=O)c2nc[nH]c2C(=O)N2CCN(c3ccccc3)CC2)cc1
  88	97	0.0	131	92	26	88	82
> Cc1ccc(C)c(OCCC(=O)OCC(=O)N2c3ccccc3NC(=O)C2(C)C)c1
  94	98	0.3	95	102	1	101	100
> C=CCOc1ccc2c(c1)c(=O)cc(C(=O)O)n2CC
  115	102	-0.1	105	100	0	96	103
> COc1cc(/C=C(/C#N)c2nc3ccccc3c(=O)[nH]2)ccc1O
  102	103	-0.3	82	103	14	107	91
> Cc1ccccc1Cn1c(=O)c2c(nc3n2CCCN3Cc2ccccc2)n(C)c1=O
  108	95	0.1	107	96	-1	86	92
> COc1ccc(/C(O)=C2/C(=O)C(=O)N(CCN(C)C)C2c2ccc(C)cc2)cc1Cl (configuration not stated)
  93	97	0.0	109	102	15	94	101
> CC(NC(=O)CSCc1ccccc1Br)c1ccccc1 (configuration not stated)
  96	101	-0.1	95	108	0	100	96
